PP5 inh: blocks human protein phosphatase 5 activity; inhibition, % at 6.7 µM; purified PP5c, OMFP substrate fluorescence; AID 1987; P53041; 0.18% of 320,000 active;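 active = inhibition above the campaign's mean inhibition across all tested compounds plus 3 SD, cut at about 9.5% in these data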;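 note: 0% = DMSO only and 100% = 100 µM cantharidin control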
HCV core dimer: HCV core protein dimerization inhibition. TR-FRET GST/Flag-core106 dimerization, 1536-well. inhibition, % at 5 µM. 0.33% of 300,000 active. AID 1899;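 active = inhibition above the mean of all tested compounds plus 3 SD, set per screening campaign, cut at about 45% in these data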
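Assay system – GST-tagged and Flag-tagged HCV core protein residues 1-106 · Quantity – core106 proteins, GST 13.5 nM and Flag 17 nM · Benchmarks – unlabelled core106 and no-GST-core106 wells · Read-out basis – percent inhibition of core106 dimerization signal · Detection – time-resolved FRET, ex 340 nm, em 617 and 671 nm · Schedule – 4 h at 22.5 °C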
ZTA DNA inh: counter-screen for EBNA-1 inhibitors: inhibitors of Epstein-Barr virus ZTA. inhibition, % at 11 µM. ZTA-DNA binding, fluorescence polarization. P03206. 0.15% of 320,000 active; in the data active = inhibition above about 33%
Target sequence (P03206 whole entry, looked up): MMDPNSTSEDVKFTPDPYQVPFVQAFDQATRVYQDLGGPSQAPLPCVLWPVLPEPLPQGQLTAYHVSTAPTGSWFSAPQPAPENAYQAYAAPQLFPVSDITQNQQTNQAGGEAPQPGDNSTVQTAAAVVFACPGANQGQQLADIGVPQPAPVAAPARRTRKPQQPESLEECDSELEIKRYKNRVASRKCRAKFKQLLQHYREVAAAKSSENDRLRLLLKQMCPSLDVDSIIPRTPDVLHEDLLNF
JMJD2C inh: blocks human GASC-1 demethylase activity. Q9H3R0. GST-JMJD2C(1-420) H3K9me3 demethylation, DELFIA europium. inhibition, % at 2.35 µM. 0.069% of 330,000 active;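 active = more than half of a compound's replicate wells show inhibition beyond 50%, single wells judged on their own value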;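 note: signal counts dimethyl H3K9 product captured on neutravidin plate; 0% = median of DMSO wells and 100% = 0.3 times that DMSO median; strong numbers were not always called active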
Target sequence (Q9H3R0 1-420 limits assumed): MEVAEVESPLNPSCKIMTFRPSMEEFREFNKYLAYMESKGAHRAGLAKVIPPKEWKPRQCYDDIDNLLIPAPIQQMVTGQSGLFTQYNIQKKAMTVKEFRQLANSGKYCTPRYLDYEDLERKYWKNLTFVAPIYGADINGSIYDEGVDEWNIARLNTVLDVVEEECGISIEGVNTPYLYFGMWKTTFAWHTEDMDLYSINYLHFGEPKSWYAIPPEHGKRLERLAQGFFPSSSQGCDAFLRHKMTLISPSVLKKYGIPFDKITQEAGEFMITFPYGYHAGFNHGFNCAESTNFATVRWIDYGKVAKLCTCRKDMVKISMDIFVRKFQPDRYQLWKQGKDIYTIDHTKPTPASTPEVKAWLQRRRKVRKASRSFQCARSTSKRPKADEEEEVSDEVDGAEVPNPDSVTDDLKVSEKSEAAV
CR mimetic SO: yeast age-related superoxide inhibition as caloric restriction mimetic. AID 2690. 0.18% of 330,000 active. superoxide response (% of plate mean), % at 10 µM. S. cerevisiae aged cells, superoxide DHE fluorescence; hits give low values;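 active = superoxide response under a set limit, about three screen SD below normal, cut at about 65% in these data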;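 note: yeast aged for seven days with compound at 30 °C before DHE staining; 100% = average MFI of all compound-treated wells on the plate with controls excluded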
TPT1 inh: inhibitors of Candida albicans tRNA 2'-phosphotransferase TPT1. recombinant caTPT1, FP RNA substrate dephosphorylation. inhibition, % at 5 µM. 0.81% of 300,000 active. AID 1962;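 active = inhibition above the mean of all tested compounds plus 3 SD, set per screening campaign, cut at about 24% in these data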;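 note: plate controls were DMSO alone for no effect and ferristatin control at 100 nM for full effect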
EBNA-1 inhibitor: blocks EBNA-1 binding to DNA | inhibition, % at 14.8 µM | EBNA-1 DNA binding, fluorescence polarization | 0.34% of 300,000 active; in the data active = inhibition above about 28%
PP1 counter: blocks human PP1-alpha phosphatase, a PP5 counter-screen | purified PP1alpha, OMFP fluorescence | inhibition, % at 6.7 µM | 0.9% of 320,000 active | AID 2235;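 active = inhibition above the mean inhibition of all tested compounds plus 3 SD, computed separately for each screening campaign, cut at about 15% in these data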
Target sequence (P62136 whole entry, looked up): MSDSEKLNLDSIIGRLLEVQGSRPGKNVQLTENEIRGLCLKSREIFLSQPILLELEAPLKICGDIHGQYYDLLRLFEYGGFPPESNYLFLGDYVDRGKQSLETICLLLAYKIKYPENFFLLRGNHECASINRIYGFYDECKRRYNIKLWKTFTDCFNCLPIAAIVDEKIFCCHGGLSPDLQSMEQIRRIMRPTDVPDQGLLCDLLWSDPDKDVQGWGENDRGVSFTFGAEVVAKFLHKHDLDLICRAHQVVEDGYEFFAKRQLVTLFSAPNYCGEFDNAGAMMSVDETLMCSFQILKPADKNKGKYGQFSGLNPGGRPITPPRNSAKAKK
Fh CTSL1 inh: counter-screen for PFM18AAP inhibitors: inhibitors of F. hepatica cathepsin L1; inhibition, % at 5.96 µM; AID 1906; 0.49% of 300,000 active; recombinant F. hepatica cathepsin L1, Z-Leu-Arg-MCA fluorescence;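 active = inhibition above the mean of all tested compounds plus 3 SD, set per screening campaign, cut at about 17% in these data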;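 note: 0% = plate median of test compound wells and 100% = 1 µM Z-Phe-Ala-diazomethylketone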
Starred values were filed as active, the others as inactive.

Results for Cc1ccc(-c2n[nH]c(=S)n2/N=C/c2ccc(C)s2)cc1 ?
PP5 inh: 2.8; HCV core dimer: 8; ZTA DNA inh: 0; JMJD2C inh: 9; CR mimetic SO: 124; TPT1 inh: -4; EBNA-1 inhibitor: 0; PP1 counter: -2; Fh CTSL1 inh: 3

What do the screens show for `COc1ccc(C2CC(=O)c3cnc(NC(=O)c4cc(OC)cc(OC)c4)nc3C2)cc1` (configuration not stated)?
PP5 inh: 2.6; HCV core dimer: 4; ZTA DNA inh: -6; JMJD2C inh: -25; CR mimetic SO: 136; TPT1 inh: 2; EBNA-1 inhibitor: 5; PP1 counter: -2; Fh CTSL1 inh: 2

Results for CC(C)NC(=O)C(=O)N/N=C/c1ccco1 ?
PP5 inh: 1.8; HCV core dimer: 2; ZTA DNA inh: 2; JMJD2C inh: 0; CR mimetic SO: 110; TPT1 inh: -2; EBNA-1 inhibitor: 12; PP1 counter: -2; Fh CTSL1 inh: 2

How did O=C1CN(CC(=O)Nc2cccc(Cl)c2Cl)c2ccccc2N1 do in these assays?
PP5 inh: 0.3; HCV core dimer: -1; ZTA DNA inh: 4; JMJD2C inh: 26; CR mimetic SO: 95; TPT1 inh: 34*; EBNA-1 inhibitor: -4; PP1 counter: -3; Fh CTSL1 inh: -2

What do the screens show for `O=C(O)c1cc2nccc(-c3ccco3)n2n1`?
PP5 inh: 0.7; HCV core dimer: 6; ZTA DNA inh: 4; JMJD2C inh: -5; CR mimetic SO: 105; TPT1 inh: -1; EBNA-1 inhibitor: 5; PP1 counter: 1; Fh CTSL1 inh: -1

Results for CCOc1cc(/C=N\NC(=O)c2ccc(C)nc2)cc([N+](=O)[O-])c1O ?
PP5 inh: 2.4; HCV core dimer: -17; ZTA DNA inh: -7; JMJD2C inh: 15; CR mimetic SO: 107; TPT1 inh: 3; EBNA-1 inhibitor: 5; PP1 counter: 4; Fh CTSL1 inh: 4

What do the screens show for `COc1ccccc1-c1ccc(SCc2ccc([N+](=O)[O-])cc2)nn1`?
PP5 inh: 3.5; HCV core dimer: 0; ZTA DNA inh: -3; JMJD2C inh: -2; CR mimetic SO: 111; TPT1 inh: -3; EBNA-1 inhibitor: 7; PP1 counter: 3; Fh CTSL1 inh: -2

Results for O=C(Cn1ccn(-c2ccc(F)c(F)c2)c(=O)c1=O)NCCc1ccccc1 ?
PP5 inh: 0.2; HCV core dimer: -6; ZTA DNA inh: -6; JMJD2C inh: 4; CR mimetic SO: 90; TPT1 inh: 3; EBNA-1 inhibitor: -23; PP1 counter: -6; Fh CTSL1 inh: -2

Results for O=C(CSc1nc2ncccc2[nH]1)NCCc1ccccc1 ?
PP5 inh: 2.8; HCV core dimer: -13; ZTA DNA inh: -2; JMJD2C inh: 3; CR mimetic SO: 81; TPT1 inh: -2; EBNA-1 inhibitor: -6; PP1 counter: -1; Fh CTSL1 inh: 3

Results for O=C(c1cc(F)ccc1F)C1CCCN(C(=O)c2ccc(F)cc2Cl)C1 (configuration not stated) ?
PP5 inh: -0.8; HCV core dimer: 6; ZTA DNA inh: 3; JMJD2C inh: 6; CR mimetic SO: 104; TPT1 inh: -2; EBNA-1 inhibitor: 15; PP1 counter: 1; Fh CTSL1 inh: 3

Results for CCOc1ccc(C(C(=O)NCC2CCCO2)N(C(=O)c2snc(C(N)=O)c2N)c2ccc(F)cc2)cc1 (configuration not stated) ?
PP5 inh: 2.5; HCV core dimer: 10; ZTA DNA inh: -1; JMJD2C inh: 3; CR mimetic SO: 85; TPT1 inh: 0; EBNA-1 inhibitor: 2; PP1 counter: 4; Fh CTSL1 inh: -2

What do the screens show for `COc1ccc(CCNC(=O)CCc2nc3sc4c(c3c(=O)[nH]2)CCCC4)cc1`?
PP5 inh: -1.9; HCV core dimer: 45; ZTA DNA inh: -3; JMJD2C inh: -30; CR mimetic SO: 87; TPT1 inh: 7; EBNA-1 inhibitor: 2; PP1 counter: -6; Fh CTSL1 inh: 2

How did N=C1/C(=C/c2ccc(OCc3ccccc3F)cc2)C(=O)N=C2SC(CC(=O)N3CCOCC3)=NN12 do in these assays?
PP5 inh: 0.3; HCV core dimer: 4; ZTA DNA inh: -13; JMJD2C inh: 4; CR mimetic SO: 86; TPT1 inh: 3; EBNA-1 inhibitor: -21; PP1 counter: -2; Fh CTSL1 inh: -8

What do the screens show for `CCOC(=O)C1=NN(C(C)=O)C2(CC(=O)N(c3cc(C)cc(C)c3)C2=O)C1` (configuration not stated)?
PP5 inh: 3.5; HCV core dimer: -4; ZTA DNA inh: 4; JMJD2C inh: 15; CR mimetic SO: 96; TPT1 inh: 0; EBNA-1 inhibitor: 3; PP1 counter: -1; Fh CTSL1 inh: -7

How did CCN1CCN(c2ccc(S(=O)(=O)N3CCCCC3)cc2NC(=O)c2cccc(F)c2)CC1 do in these assays?
PP5 inh: -1.1; HCV core dimer: 3; ZTA DNA inh: -1; JMJD2C inh: 3; CR mimetic SO: 83; TPT1 inh: -5; EBNA-1 inhibitor: -2; PP1 counter: -4; Fh CTSL1 inh: 0

How did Nc1c(Cl)ncnc1N/N=C/c1ccccn1 do in these assays?
PP5 inh: 1.9; HCV core dimer: -3; ZTA DNA inh: -14; JMJD2C inh: 13; CR mimetic SO: 82; TPT1 inh: -9; EBNA-1 inhibitor: -7; PP1 counter: 7; Fh CTSL1 inh: 7

Results for O=C1Nc2ccc3sc4ccccc4c3c2C1=O ?
PP5 inh: 0.6; HCV core dimer: 1; ZTA DNA inh: -11; JMJD2C inh: -20; CR mimetic SO: 100; TPT1 inh: 0; EBNA-1 inhibitor: 0; PP1 counter: 4; Fh CTSL1 inh: 6

How did Cc1noc(C)c1C(=O)NCCCc1ccccc1 do in these assays?
PP5 inh: -1.2; HCV core dimer: -1; ZTA DNA inh: 4; JMJD2C inh: inactive; CR mimetic SO: 90; TPT1 inh: 4; EBNA-1 inhibitor: 5; PP1 counter: 1; Fh CTSL1 inh: 1

How did Cc1ccc2c(CC(=O)O)coc2c1 do in these assays?
PP5 inh: 1.9; HCV core dimer: -3; ZTA DNA inh: 7; JMJD2C inh: 2; CR mimetic SO: 104; TPT1 inh: 3; EBNA-1 inhibitor: -2; PP1 counter: -3; Fh CTSL1 inh: -3

How did Cc1cccc([C@@H]2[C@@H]3C(=O)N(Cc4ccccc4)C(=O)[C@@H]3[C@]3(C)C(=O)N(c4cccc(F)c4)C(=O)N23)c1 do in these assays?
PP5 inh: 2.2; HCV core dimer: 15; ZTA DNA inh: 2; JMJD2C inh: -4; CR mimetic SO: 102; TPT1 inh: 0; EBNA-1 inhibitor: 6; PP1 counter: 0; Fh CTSL1 inh: 0

Quoted at random: two compounds from above
How did Cc1ccc2c(CC(=O)O)coc2c1 do in these assays?
PP5 inh: 1.9; HCV core dimer: -3; ZTA DNA inh: 7; JMJD2C inh: 2; CR mimetic SO: 104; TPT1 inh: 3; EBNA-1 inhibitor: -2; PP1 counter: -3; Fh CTSL1 inh: -3

How did Nc1c(Cl)ncnc1N/N=C/c1ccccn1 do in these assays?
PP5 inh: 1.9; HCV core dimer: -3; ZTA DNA inh: -14; JMJD2C inh: 13; CR mimetic SO: 82; TPT1 inh: -9; EBNA-1 inhibitor: -7; PP1 counter: 7; Fh CTSL1 inh: 7

(continued)
What do the screens show for `O=C1Nc2ccc(F)cc2C12OCCO2`?
PP5 inh: 1.4; HCV core dimer: 2; ZTA DNA inh: -20; JMJD2C inh: 2; CR mimetic SO: 103; TPT1 inh: 0; EBNA-1 inhibitor: -14; PP1 counter: 2; Fh CTSL1 inh: -1

What do the screens show for `CSc1nc2ccccc2c(=O)n1C1CCCCC1`?
PP5 inh: -1.0; HCV core dimer: -3; ZTA DNA inh: -1; JMJD2C inh: 10; CR mimetic SO: 94; TPT1 inh: -6; EBNA-1 inhibitor: -2; PP1 counter: 2; Fh CTSL1 inh: 0

What do the screens show for `Cc1ccccc1C(=O)NC(C(N)=O)P(=O)(OC(C)C)OC(C)C` (configuration not stated)?
PP5 inh: 7.2; HCV core dimer: -3; ZTA DNA inh: -25; JMJD2C inh: 4; CR mimetic SO: 109; TPT1 inh: 3; EBNA-1 inhibitor: -2; PP1 counter: -5; Fh CTSL1 inh: -4

How did Cn1c(=O)c2c(nc(NCCOc3ccc(C(C)(C)C)cc3)n2C)n(C)c1=O do in these assays?
PP5 inh: 1.6; HCV core dimer: 5; ZTA DNA inh: 7; JMJD2C inh: 4; CR mimetic SO: 102; TPT1 inh: 1; EBNA-1 inhibitor: 9; PP1 counter: -2; Fh CTSL1 inh: 5

How did O=C(CSc1nnc(C2CC2)n1-c1ccccc1)NCCc1ccc(F)cc1 do in these assays?
PP5 inh: 2.6; HCV core dimer: 6; ZTA DNA inh: -1; JMJD2C inh: 0; CR mimetic SO: 107; TPT1 inh: 2; EBNA-1 inhibitor: -6; PP1 counter: 0; Fh CTSL1 inh: -3

Results for Cc1cnc(CN(C)Cc2nc(Cc3cccc(C(F)(F)F)c3)no2)[nH]1 ?
PP5 inh: 3.2; HCV core dimer: -3; ZTA DNA inh: -7; JMJD2C inh: -3; CR mimetic SO: 103; TPT1 inh: 2; EBNA-1 inhibitor: -6; PP1 counter: 0; Fh CTSL1 inh: -3

What do the screens show for `O=c1c2[nH]c3ccc(F)cc3c2ncn1CCC1=CCCCC1`?
PP5 inh: 2.2; HCV core dimer: 2; ZTA DNA inh: 15; JMJD2C inh: -1; CR mimetic SO: 96; TPT1 inh: -2; EBNA-1 inhibitor: 7; PP1 counter: 0; Fh CTSL1 inh: 7

How did CCCNC(=O)OC[C@H]1O[C@H](CCO/N=C/C[C@@H]2C=C[C@H](OC(C)=O)[C@@H](COC(C)=O)O2)C=C[C@@H]1Oc1ccc(OC)cc1 do in these assays?
PP5 inh: -1.6; HCV core dimer: 6; ZTA DNA inh: 5; JMJD2C inh: 2; CR mimetic SO: 94; TPT1 inh: -2; EBNA-1 inhibitor: -7; PP1 counter: 3; Fh CTSL1 inh: -5

How did Cc1ccc(C(=O)NCc2ccco2)o1 do in these assays?
PP5 inh: -1.6; HCV core dimer: 1; ZTA DNA inh: 4; JMJD2C inh: 1; CR mimetic SO: 100; TPT1 inh: 0; EBNA-1 inhibitor: 3; PP1 counter: -6; Fh CTSL1 inh: 1

How did CON(c1nc(Cl)nc(N(C)C)n1)S(=O)(=O)c1ccc(C)cc1 do in these assays?
PP5 inh: 1.5; HCV core dimer: 1; ZTA DNA inh: 0; JMJD2C inh: -21; CR mimetic SO: 102; TPT1 inh: 0; EBNA-1 inhibitor: 10; PP1 counter: 1; Fh CTSL1 inh: 3

Results for CC1(C)Cc2ccccc2C(NNC(=O)c2ccccn2)=N1 ?
PP5 inh: 4.7; HCV core dimer: -6; ZTA DNA inh: -5; JMJD2C inh: 3; CR mimetic SO: 99; TPT1 inh: -6; EBNA-1 inhibitor: -17; PP1 counter: -3; Fh CTSL1 inh: 1

How did C/C(O)=C/c1nc2ccccc2[nH]c1=O do in these assays?
PP5 inh: -0.7; HCV core dimer: -6; ZTA DNA inh: 29; JMJD2C inh: -5; CR mimetic SO: 99; TPT1 inh: 2; EBNA-1 inhibitor: 3; PP1 counter: 1; Fh CTSL1 inh: 0

What do the screens show for `Cc1csc(SCCN2C(=O)c3ccccc3C2=O)n1`?
PP5 inh: -0.7; HCV core dimer: -5; ZTA DNA inh: 13; JMJD2C inh: -10; CR mimetic SO: 88; TPT1 inh: 2; EBNA-1 inhibitor: 6; PP1 counter: 0; Fh CTSL1 inh: 1

How did O=C(COC(=O)/C=C/c1cccc(Cl)c1)Nc1cccc(S(=O)(=O)NC2=NCCC2)c1 do in these assays?
PP5 inh: 1.2; ZTA DNA inh: 7; JMJD2C inh: -1; CR mimetic SO: 92; PP1 counter: -1

From PubChem
